Screening results: PubChem, National Center for Advancing Translational Sciences (NCATS)
IMPase Li inh: membrane-permeable IMPase blocker, potentiated with lithium | CHO-M1 cells, IP1 TR-FRET (IP-One), carbachol + lithium | Potency, µM (highest dose often 59.4 µM), inactives show at the top dose activity, negative = IMPase inhibition, usual class: inhibitors | AID 1457 | 0.35% of 210,000 active;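 further: IP1 builds up when IMPase is blocked and the TR-FRET signal falls; potency means the concentration at half of the fitted maximal effect; plate controls were basal vehicle for no effect and high inhibitor control for full effect; nearly all actives have a fitted effect of over 50% in size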
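Lithium-sensitised IP1 accumulation assay; M1-expressing CHO cells treated 30 min at 37C with compound. Competitive antibody detection by time-resolved FRET followed a 10 min room-temperature lysis step.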
Epigenetic reg: epigenetic control regulation, reporter derepression. murine LDR cells, GFP reporter derepression, 30 h. Potency, µM (titrated, usually from 53.9 µM), for the others: at the highest dose GFP activation, actives largely listed as activators. 0.2% of 280,000 active; further: potency means the concentration at half of the fitted maximal effect; % of control where 0% means no effect; nearly all actives have a fitted effect of over 60% in size
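Reporter derepression read as number of fluorescent GFP-positive objects, 20-120 um in size, counted by laser-scanning cytometer. Mouse LDR line with an epigenetically silenced CMV-GFP locus; compound incubation 30 h, 37 C.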
CBFb-RUNX1 inh: blocks binding between human CBF-beta and RUNX1 | Q01196+Q13951 | AlphaScreen CBFb-His/RUNX1-biotin binding, biochemical | Potency, µM (series often up to 59.8 µM), without a hit: top-dose activity, negative = inhibition, most hits filed as inhibitors | 230,000 tested, under 10 active; further: % of control where 0% means no effect
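Proteins preincubated together for 20 min at RT before compound addition; 15 min later, nickel and streptavidin beads were added and left 90 min prior to AlphaScreen measurement.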
HttQ103 aggreg: mutant huntingtin aggregation inhibition. PC12 HttQ103-GFP aggregates, Acumen cytometry, 40 h. Potency, µM (top dose mostly 46.1 µM), for the others: at the highest dose activity change, negative = inhibition, usual class: inhibitors. 1.1% of 220,000 active. AID 1688; further: potency means the concentration at half of the fitted maximal effect; on the % scale 0 is the no-effect control and ±100 the full control effect; nearly all actives have a fitted effect of over 60% in size
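Ecdysone-promoter PC12 model expressing HTT exon 1 Q103 fused to GFP, induced by tebufenozide at 100 nM final. Compounds titrated; aggregates sized 1–25 µm scored on a 488 nm laser cytometer.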
Luc counter: blocks Kinase-Glo luciferase, a counter-screen artifact | Kinase-Glo luciferase, ATP luminescence, 8 min | Potency, µM (series often up to 38.3 µM), for inactives: at the top dose activity change, negative = inhibition, hits mostly inhibitors | Q27757 | AID 1379 | 0.28% of 200,000 active; further: potency means the concentration at half of the fitted maximal effect; on the % scale 0 is the no-effect control and ±100 the full control effect; nearly all actives have a fitted effect of over 60% in size
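Light output from Kinase-Glo luciferase with luciferin and 10 uM ATP in 50 mM imidazole pH 7.2, KCl, MgCl2, Tween 20, BSA; compound pin-delivered, 8-min ambient incubation, then luminescence read.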
Lamin A splicing: changes lamin A minigene splicing in HeLa cells; HeLa LMNA splicing GFP/RFP minigene ratio, 48 h; Potency, µM (doses to about 46.1 µM), without a hit: at the highest dose ratio change, negative = inhibition, most hits filed as inhibitors; 0.01% of 200,000 active; active means well fitted inhibition curve with a large enough effect in the signal ratio, with a control signal flat, not every such curve was filed as active; inconclusive means small, poorly fitted or top-dose-only effect, or effect the other way, or a change in a side signal; the % refers to the signal ratio; further: potency means the concentration at half of the fitted maximal effect; on the % scale 0 is the no-effect control and ±100 the full control effect
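S3 HeLa stable clones carrying a lamin A-EGFP splicing minigene plus DsRed2 were seeded at 600 cells/well in Opti-MEM with 2% FBS, pin-dosed and incubated 48 h at 37°C. Acumen cytometry (488 nm) gave the GFP/RFP total-intensity ratio.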
NPSR antagonist: neuropeptide S receptor (human) antagonism, cAMP; Q6W5P4; CHO-NPSR cells, cAMP TR-FRET, antagonist mode; Potency, µM (doses to about 38.3 µM), for the others: top-dose activity change, negative = inhibition, hits mostly inhibitors; 1% of 220,000 active; further: potency means the concentration at half of the fitted maximal effect; on the % scale 0 is the no-effect control and ±100 the full control effect; nearly all actives have a fitted effect of over 50% in size; many of its hits are not listed in these tables
The depositor's hits bear a star; u = inconclusive; x = no result given; & = joins results of further samples; [ ] = remark or other dose. Unless noted, the call rests on the fitted dose curve; in most records, active means well fitted curve in the direction sought with a large enough effect; inconclusive means small, poorly fitted or top-dose-only effect, or another doubt; inactive means no such curve, though single readings can be large; an effect the other way counts as inactive or inconclusive. Not all compounds are listed. The share of hits here may be higher or lower than overall.

The first 3 records as a preview:
SMILES | IMPase Li inh | Epigenetic reg | CBFb-RUNX1 inh | HttQ103 aggreg | Luc counter | Lamin A splicing | NPSR antagonist
Cn1cnnc1SCc1ccc(C#N)cc1 | -2%[38.3 µM] | -5.3% | -1% | -7% | -6% | 6% | -11%[46.1 µM]
O=C(Cc1c(Cl)cccc1Cl)OCC(=O)N1CCc2ccccc2C1 | 5% | 1.1% | -7% | 8% | 0% | 0% | -17%
O=C(O)c1ccccc1NCc1ccco1 | x | -0.3% | 1% | -11%[9.22 µM] | x | x | 3%

Main list (from the top)
SMILES | IMPase Li inh | Epigenetic reg | CBFb-RUNX1 inh | HttQ103 aggreg | Luc counter | Lamin A splicing | NPSR antagonist
Cn1cnnc1SCc1ccc(C#N)cc1 | -2%[38.3 µM] | -5.3% | -1% | -7% | -6% | 6% | -11%[46.1 µM]
O=C(Cc1c(Cl)cccc1Cl)OCC(=O)N1CCc2ccccc2C1 | 5% | 1.1% | -7% | 8% | 0% | 0% | -17%
O=C(O)c1ccccc1NCc1ccco1 | x | -0.3% | 1% | -11%[9.22 µM] | x | x | 3%
Cc1ccc(S(=O)(=O)Nc2cccc(/C=C/C(=O)O)c2)cc1 | -8%[38.3 µM] | 0.8% | 3% | 26% | 2% | -4% | -6%[46.1 µM]
CCCC(=O)OCCn1c(Br)nc2c1c(=O)[nH]c(=O)n2C | 2% | 2.3% | 18% | -14% | -3% | -8% | -20%[46.1 µM]
COc1ccc(OC)c(-n2c(CN3CCC(C(N)=O)CC3)nc3ccccc3c2=O)c1 | 35%[38.3 µM] | 0.0% | 10% | 6% | 0% | -10% | -3%[46.1 µM]
Cc1ccc(C2/C(=C(\O)c3ccc4c(c3)OCCO4)C(=O)C(=O)N2CCCN(C)C)o1 (configuration not stated) | 11%[38.3 µM] | -3.2% | 3% | 13% | 11% | -3% | -15%[46.1 µM]
O=C(Nc1nc(-c2ccccc2)cs1)c1ccc(Br)o1 | 9%[38.3 µM] | -2.6% | -2% | -25% | -5% | -1% | -26%[46.1 µM]
COCCNC(=O)Cn1cc(C(=S)N2CCOCC2)c2ccccc21 | 2% | 1.0% | -1% | 3%[9.22 µM] | 2% | 1%[46 µM] | 18%
CCC(O)CNc1nc(-n2nc(C)cc2C)nc2sc3c(c12)CCCC3 (configuration not stated) | -4%[38.3 µM] | 3.1% | -3% | 12% | 1% | 5% | -3%[46.1 µM]
CC(C)(C)c1ccc(NC(=O)CSc2nnc(-c3n[nH]c4ccccc34)o2)cc1 | -3% | u | 1% | u | 0% | u | -30%
CCn1c(SCC(=O)c2cc(C)n(CC3CCCO3)c2C)nc2ccccc21 (configuration not stated) | 16%[38.3 µM] | -0.4% | -23% | -25% | 1% | u | -7%[46.1 µM]
COCn1c(-c2ccc(OC)c(OC)c2)nc2ccccc21 | 11%[38.3 µM] | -0.8% | 4% | -2% | -12% | 3% | -8%[46.1 µM]
CCc1ccccc1N1CSC2=C(C#N)C(c3ccccc3F)CC(=O)N2C1 (configuration not stated) | 2%[38.3 µM] | 0.0% | -11% | 24% | 2% | 7% | -21%[46.1 µM]
COc1ccc(C2(C(=O)Nc3ccc(S(=O)(=O)Nc4nc(C)cc(C)n4)cc3)CCCC2)cc1OC | x | 0.0% | -4% | -1% | x | -8% | -26%[46.1 µM]
O=C1c2ccccc2NC(c2ccc(F)cc2)N1Cc1ccco1 (configuration not stated) | 8%[38.3 µM] | 0.6% | -5% | 25% | -1% | 0% | -21%[46.1 µM]
CCOc1cc(NC(=O)c2ccco2)c(OCC)cc1NC(=O)CCc1ccc(OC)cc1 | -3%[38.3 µM] | 0.0% | 3% | -6% | 2% | -9% | -10%[46.1 µM]
COc1ccc(C)cc1-n1nnnc1SCc1csc(C)n1 | -9%[38.3 µM] | 0.0% | -2% | -6% | -3% | u | 4%[46.1 µM]
O=C(NNC(=O)c1c(F)cccc1F)c1ccccc1OC(F)(F)F | x | -0.3% | 4% | -23%[9.22 µM] | x | x | -13%
O=C(CSc1nnc(-c2cccnc2)s1)Nc1ccc(C(=O)O)cc1 | -1% | 0.0% | 0% | 2% | -2% | 0% | -25%[46.1 µM]
O=C1CN(C(=O)CNCc2ccccc2)c2ccccc2N1 | x | 0.0% | 9% | 4%[9.22 µM] | x | 15%[46 µM] | -15%
CCOC(=O)C1=C(C)NC(SCC(N)=O)=C(C#N)C1c1ccccc1 (configuration not stated) | -1%[38.3 µM] | -1.3% | 7% | 19% | -1% | 5% | -4%[46.1 µM]
O=C(N=C1N=C2C=CC=CN2Cc2ccccc21)c1ccc(S(=O)(=O)N2CCCC2)cc1 | x | 1.1% | u | -16%[9.22 µM] | x | x | -11%
CCN(CC)c1ccc(C(=O)OCC(=O)Nc2cccc(S(=O)(=O)NC3=NCCCCC3)c2)cc1 | 0% | -0.4% | -3% | -19% | 2% | -18% | -3%
O=C(C1CC1)N1CCc2sccc2C1c1ccc(Cl)cc1 (configuration not stated) | x | 3.7% | 7% | 5%[9.22 µM] | x | x | u
O=C(Nc1nnc(-c2ccc(Cl)cc2)o1)c1ccc(N2C(=O)CCC2=O)cc1 | -5% | -1.3% | -9% | -17% | 2% | -4% | -8%
COc1ccccc1NC(=O)Cn1nnc(C(=O)NCCc2ccccc2)c1N | 3% | -1.4% | 8% | 29%[9.22 µM] | 1% | x | 6%
O=C(NC1CCCC1)C1C2C=CC(C2)C1C(=O)N1CCOCC1 (configuration not stated) | -3%[38.3 µM] | -0.2% | 4% | 21% | -1% | 10% | -7%[46.1 µM]
N#CN=C1SCCS1 | -8%[38.3 µM] | 4.3% | 4% | 4% | -2% | 0% | -5%[7.67 µM]
Cc1ccc(NC(=O)CSc2nnc(-c3ccncc3)n2C)cc1C | 4%[38.3 µM] | 0.8% | 8% | -2% | 2% | 0% | 5%[46.1 µM]
COc1cc(/C=N/NC(=O)C[n+]2ccccc2)cc(OC)c1OC(C)=O | x | -1.9% | 6% | -8%[9.22 µM] | x | x | 7%
Cc1ccc(CN(c2ccc(C(=O)Nc3ccc4c(c3)OCO4)cc2)S(C)(=O)=O)cc1 | 18%[38.3 µM] | 11% | -21% | -2% | -1% | 20% | u
Cc1nc(Oc2ccccc2)c2ccccc2n1 | 4% | 0.0% | 7% | u | 0% | u | -4%
COc1ccc(OCC(=O)Nc2ccccc2Cl)cc1 | 2% | -0.1% | 3% | 2%[9.22 µM] | 1% | -14%[46 µM] | 13%
Cc1ccc(C2(C)NC(=O)N(CC(=O)Nc3ccc4c(c3)OCO4)C2=O)cc1 (configuration not stated) | 16%[38.3 µM] | 0.0% | -5% | -8% | 3% | 2% | 4%[46.1 µM]
CCOC(=O)CN1C(=O)N[C@@H](c2ccc(Br)cc2)C(C(=O)OC)=C1C | -7% | -0.7% | 7%[13.1 µM] | 9%[9.22 µM] | -1%[7.66 µM] | -1%[9.22 µM] | -9%
CCOC(=O)C(CCc1nnc(N)s1)C(=O)OCC | 2%[38.3 µM] | 0.0% | -5% | -7% | -3% | 1% | -1%[46.1 µM]
O=C(CSc1ncnc2ccccc12)Nc1cccc(S(=O)(=O)N2CCCC2)c1 | 12% | -0.2% | -5% | -6% | -2% | -19%[46 µM] | -27%
O=C1c2ccccc2C(=O)N1C/C=C/CN1C(=O)c2ccccc2C1=O | 28%[38.3 µM] | 0.0% | 5% | 0% | 0% | -1% | -4%[46.1 µM]
Cc1ccc2cc(CN(CCCN(C)C)C(=S)NCc3ccccc3)c(=O)[nH]c2c1C | 16% | -6.2% | -12% | -9%[9.22 µM] | -1% | x | 15%
Fc1ccccc1CCNc1c2c(nc3ncnn13)CCCC2 | 1% | -0.1% | 7% | 12%[9.22 µM] | -4% | -7%[46 µM] | -5%
COc1ccc(OC)c(NC(=S)NCc2cccnc2)c1 | 3% | -0.2% | 7% | -24% | 11% | 11% | 14%
O=C(OCCN1C(=O)c2ccccc2C1=O)c1cc2ccccc2o1 | -2%[38.3 µM] | -1.1% | 16% | 5% | -6% | 0% | -10%[46.1 µM]
CC(C)(Oc1ccc(Cl)cc1)C(=O)NCCN1C(=O)S/C(=C/c2cccnc2)C1=O | 5% | 0.0% | -13% | -5% | -4% | u | -2%
O=C(Nc1ccc(N2CCCC2)cc1)c1ccccc1F | 2% | 2.0% | 4% | -7% | -20% | -10% | -13%[46.1 µM]
CN1CCN(/N=C/c2c3ccccc3c(Cl)c3ccccc23)CC1 | 10% | -0.4% | u | u | 1% | x | u
C=C(C)Cn1c(-c2ccncc2)n[nH]c1=S | -15% | 2.2% | 16% | -11% | 1% | x | 7%
CCC12CN3CCN(CC(C3)/C1=N\NC(=O)Nc1ccccc1)C2 | 0% | -1.0% | 2% | -6% | 2% | -9% | 5%
COc1ccc(N=C2S/C(=C\c3ccc(C)o3)C(=O)N2CC(C)C)cc1 | -1%[38.3 µM] | 11% | -2% | -4%[9.22 µM] | 3% | 2% | u
Cc1ccc(N2C(N)=NC(N)=NC2(C)C)c(C)c1 | x | 0.0% | -1% | 0% | x | 6% | -1%[46.1 µM]
O=C(NC1CCCC1)C(c1ccncc1)N(C(=O)c1csnn1)C1CCCC1 (configuration not stated) | -1% | 1.0% | -2% | -13%[9.22 µM] | -6% | x | -14%
Cc1ccc(CN2CCN(CC(=O)NCc3ccc(Cl)cc3)C2=O)cc1 | 12%[38.3 µM] | 0.7% | -2% | -11% | 0% | 8% | -13%[46.1 µM]
CN(C)CCCN1c2ccccc2Sc2ccc(C(F)(F)F)cc21 | 35%&22%&41%&29%[activator] | 3.8% | 18% | 20%&-44% | -2% | u | u
Cc1ccc(OCCSCc2nc3ccccc3[nH]2)cc1 | 10%[38.3 µM] | 0.0% | 3% | 0% | -5% | 14% | 3%[46.1 µM]
Cc1cccc(C)c1Nc1oc(-c2ccccc2)nc1-c1cccc2ccccc12 | 10% | 1.1% | 21% | x | -2% | x | x
CC(=O)Nc1c(Nc2ccccc2)c2ccccc2oc1=O | -3% | 1.1% | 8% | -5%[9.22 µM] | 0% | u | -2%
COc1ccc2cc(/C=N/NC(=O)c3ccc(CN(c4ccc(C)c(C)c4)S(C)(=O)=O)cc3)c(Cl)nc2c1 | 6% | 22µM* | 1% | -15% | 0% | -9% | 4%
COCC(=O)Nc1ccccc1-c1ccccc1 | 0% | -0.2% | 3% | -3% | 0% | u | 6%
